Screening data deposited in PubChem by National Center for Advancing Translational Sciences (NCATS).
RORgamma inh: ROR gamma (mouse) transcription inhibition; P51450; Potency, µM (series often up to 53.6 µM), inactives show at the top dose activity change, negative = inhibition, most hits filed as inhibitors; 5.4% of 310,000 active; Drosophila S2 Gal4-RORgamma UAS-luciferase reporter, 20 h; further: potency means the concentration at half of the fitted maximal effect; on the % scale 0 is the no-effect control and ±100 the full control effect; nearly all actives have a fitted effect of over 60% in size
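Compounds are pin-transferred onto Drosophila Schneider cells expressing a copper-inducible Gal4–ROR gamma transactivation domain fusion. After 1 hr, copper sulfate is added to 700 uM final; luciferase is read 20 hr later.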
Rab9 prom act: activators of Rab9 promoter; Huh7 Rab9 promoter-luciferase reporter, luminescence, 24 h; Potency, µM (series often up to 9.22 µM), for the others: top-dose activation, negative = inhibition, usual class: activators; 2.8% of 320,000 active; AID 485297; further: potency means the concentration at half of the fitted maximal effect; % of control where 0% means no effect; nearly all actives have a fitted effect of over 60% in size
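Measured in stably transfected Huh7 cells bearing a Rab9 promoter–luciferase construct: 24 h compound treatment at 37 °C, followed by luminescence detection.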
FLuc modulator: inhibits or activates purified firefly luciferase, miR-21 counter-screen. P08659. 6.9% of 360,000 active. purified FLuc, Km substrates, luminescence inhibition. Potency, µM (top dose mostly 57.5 µM), without a hit: top-dose activity change, negative = inhibition, most hits filed as inhibitors;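 further: potency means the concentration at half of the fitted maximal effect; plate controls were vehicle for no effect and reference inhibitor for full effect; nearly all actives have a fitted effect of over 55% in size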
Target sequence (P08659 whole entry, looked up): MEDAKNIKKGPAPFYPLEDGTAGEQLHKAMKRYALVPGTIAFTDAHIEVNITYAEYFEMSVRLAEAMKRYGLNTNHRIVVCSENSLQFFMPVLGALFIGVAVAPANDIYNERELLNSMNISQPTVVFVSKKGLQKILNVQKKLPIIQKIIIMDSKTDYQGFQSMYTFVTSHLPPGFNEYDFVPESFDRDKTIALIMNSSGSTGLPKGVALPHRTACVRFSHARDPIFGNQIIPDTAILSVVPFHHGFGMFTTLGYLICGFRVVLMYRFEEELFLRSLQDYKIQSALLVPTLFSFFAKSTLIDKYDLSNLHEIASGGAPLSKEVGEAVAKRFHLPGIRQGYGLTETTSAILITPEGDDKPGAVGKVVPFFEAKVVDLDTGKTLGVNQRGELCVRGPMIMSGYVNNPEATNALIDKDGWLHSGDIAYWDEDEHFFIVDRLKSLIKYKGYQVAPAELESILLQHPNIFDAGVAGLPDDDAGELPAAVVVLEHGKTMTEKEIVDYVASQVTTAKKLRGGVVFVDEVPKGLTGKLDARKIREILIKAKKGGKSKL
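Purified P. pyralis luciferase, 10 nM final, with Km-level 10 uM D-luciferin and 10 uM ATP in 50 mM Tris acetate pH 7.5, 10 mM Mg acetate, 0.01% Tween-20, 0.05% BSA; 6-point qHTS titration about 60 µM downward; luminescence read.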
p53 reactivation: mutant p53 re-activation in reporter cells; H1299 p53-A138V BP100-luciferase reporter, luminescence, 24 h; Potency, µM (highest dose often 92.2 µM), inactives show at the top dose activity change, positive = activation, usual class: activators; 0.063% of 320,000 active; further: potency means the concentration at half of the fitted maximal effect; % of control where 0% means no effect; nearly all actives have a fitted effect of over 45% in size
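p53-null H1299 cells stably carrying temperature-sensitive p53-A138V and a BP100-luciferase reporter were pinned with compounds (4-point, 1:5 series) and held 24 hrs at 37 deg C. Luminescence was read 10 min after detection reagent.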
BRCA1 expr act: activators of BRCA1 expression | MCF7-BRCA1-FFLuc reporter, luminescence, 48 h; response scale: scaled: vehicle 0%, 10 µM genistein 100% | Potency, µM (series often up to 46.1 µM), for the others: at the highest dose activation, actives largely listed as activators | 1.1% of 380,000 active; further: potency means the concentration at half of the fitted maximal effect; nearly all actives have a fitted effect of over 80% in size; some results filed as inactive show a strong effect at the top dose
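Cells: MCF7-BRCA1-FFLuc, 2000/well. Exposure: 48 h, 37 °C, 5% CO2. Read: luminescence, 15 min post-substrate. Controls: genistein 10 microM (maximal activation), DMSO (neutral).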
ELG1 genotox: induces genotoxicity in HEK293T cells with luciferase-tagged ELG1 | HEK293T ELG1-luciferase reporter, luminescence, 16 h | 1.3% of 330,000 active | AID 504466 | Potency, µM (top dose mostly 46 µM), for inactives: top-dose activity change, positive = activation, actives largely listed as activators; further: potency means the concentration at half of the fitted maximal effect; % of control where 0% means no effect; nearly all actives have a fitted effect of over 60% in size
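HEK293T cells expressing luciferase-tagged ELG1 were exposed to compound or DMSO vehicle for 16 hr at 37 °C and 5% CO2. Luciferase activity was then measured with ONE-Glo after 30 min at room temperature.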
Gal4-VP16 FLuc: counter-screen for ROR gamma inhibitors: Gal4-VP16 reporter; Drosophila S2 Gal4-VP16 UAS-luciferase, luminescence, 20 h; Potency, µM (top dose mostly 53.6 µM), inactives show at the top dose activity, negative = inhibition, actives largely listed as inhibitors; 3.5% of 310,000 active;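 further: Gal4-VP16 expression switched on by copper sulfate through the metallothionein promoter; potency means the concentration at half of the fitted maximal effect; on the % scale 0 is the no-effect control and ±100 the full control effect; nearly all actives have a fitted effect of over 50% in size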
PKM2 activator: increases activity of human pyruvate kinase M2; P14618; purified PKM2, Kinase-Glo ATP luminescence, activation; response scale: 0% is enzyme alone, no compound; Potency, µM (titrated, usually from 57.5 µM), for the others: top-dose activation, usual class: activators; 0.34% of 260,000 active; AID 1631; further: potency means the concentration at half of the fitted maximal effect; on the % scale 0 is the no-effect control and ±100 the full control effect; nearly all actives have a fitted effect of over 55% in size
Target sequence (P14618 whole entry, looked up): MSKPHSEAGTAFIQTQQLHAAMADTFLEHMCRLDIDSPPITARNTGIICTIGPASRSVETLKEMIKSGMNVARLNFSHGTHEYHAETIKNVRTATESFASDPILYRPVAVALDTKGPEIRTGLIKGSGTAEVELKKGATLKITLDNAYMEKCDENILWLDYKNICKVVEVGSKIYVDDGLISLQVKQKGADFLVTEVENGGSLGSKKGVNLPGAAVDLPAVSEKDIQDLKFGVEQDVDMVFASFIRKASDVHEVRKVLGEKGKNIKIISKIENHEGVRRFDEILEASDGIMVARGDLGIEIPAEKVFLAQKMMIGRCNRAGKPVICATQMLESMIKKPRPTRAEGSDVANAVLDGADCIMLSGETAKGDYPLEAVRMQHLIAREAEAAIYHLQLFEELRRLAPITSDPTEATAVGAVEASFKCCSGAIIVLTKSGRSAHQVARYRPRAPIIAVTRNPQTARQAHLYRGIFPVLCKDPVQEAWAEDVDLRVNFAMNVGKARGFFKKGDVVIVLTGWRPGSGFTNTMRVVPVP
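Purified hPK-M2 (>95% pure) converted ADP (0.1 mM final) to ATP with 0.5 mM PEP in 50 mM imidazole pH7.2, KCl, MgCl2, Tween 20, BSA; 1 h at room temperature. ATP detected by Kinase-Glo luminescence.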
Giardia kill: Giardia lamblia killing. Giardia lamblia trophozoite viability. activity change, % at 7.66 µM, hits read low. 0.15% of 340,000 active. AID 540267; in the data active means activity change below about -80%; inconclusive means between about -30% and that limit;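 further: parasites exposed to compound for two days anaerobically before the ATP read; on the % scale 0 is the no-effect control and ±100 the full control effect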
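Killing of trophozoites was scored by loss of ATP luminescence after a 48 hrs anaerobic exposure to compounds at 37 deg C, using 100 cells per well.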
NPC1 prom act: activates the NPC1 promoter. Huh7 NPC1 promoter luciferase reporter, 24 h. 2.4% of 320,000 active. Potency, µM (top dose mostly 9.22 µM), without a hit: top-dose activation, hits mostly activators;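 further: potency means the concentration at half of the fitted maximal effect; % of control where 0% means no effect; nearly all actives have a fitted effect of over 60% in size; reporter is driven by a mutant NPC1 promoter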
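In 1536-well qHTS, Huh7 cells harboring an NPC1 promoter–luciferase construct received compound for 24 h; activation was quantified by luminescence following luciferase reagent addition.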
Menin-MLL TR inh: displaces Texas Red mutant MLL peptide from human menin; Menin + Texas Red MLL mutant peptide, fluorescence polarization; Potency, µM (titrated, usually from 61.6 µM), for the others: at the highest dose FP activity change, negative = inhibition, actives largely listed as inhibitors; 0.23% of 270,000 active; AID 1768; active means well fitted inhibition curve with a large enough effect in the polarisation, with a control signal flat, not every such curve was filed as active; inconclusive means small, poorly fitted or top-dose-only effect, or effect the other way, or a change in a side signal; inactive means no such curve, though single readings can be large or run the other way; the % refers to the polarisation; further: potency means the concentration at half of the fitted maximal effect; % of control where 0% means no effect; many of its hits are not listed in these tables
Active calls of the source: *; ? = inconclusive; . = no result given; [ ] = another dose, or the depositor's remark. Unless noted, the call rests on the fitted dose curve; in most records, active means well fitted curve in the direction sought with a large enough effect; inconclusive means small, poorly fitted or top-dose-only effect, or another doubt; inactive means no such curve, though single readings can be large; an effect the other way counts as inactive or inconclusive. Some of the compounds tested (hit frequency here may not be typical).

SMILES	RORgamma inh	Rab9 prom act	FLuc modulator	p53 reactivation	BRCA1 expr act	ELG1 genotox	Gal4-VP16 FLuc	PKM2 activator	Giardia kill	NPC1 prom act	Menin-MLL TR inh
Cc1nc(Oc2ccc(S(=O)(=O)N3CCOCC3)cc2Cl)c2c3c(sc2n1)CCCC3	-11%	-4%	-2%	1%	-56%	-3%	2%	-3%	13	-2%	-22%
Cn1cc(SCC(=O)NCc2ccc3c(c2)OCO3)c2ccccc21	?	-6%	-2%	-3%	-17%	7%	-12%	-1%	7	1%	-7%
Cc1sc(NC(=O)C2CCCCC2C(=O)O)c(C(N)=O)c1-c1ccc(C(C)C)cc1 (centres undefined)	34%	?	?	8%	71%	15%	-24%	-1%	13	?	16%
COc1ccc(-c2c(NC(=O)c3ccco3)n(-c3ccccc3)nc(C)c2=O)cc1	-5%	-1%	-1%	-2%	28%	2%	0%	1%	10	-1%	.
O=C(Cn1cnc2c(cnn2-c2ccc(F)cc2)c1=O)NCc1ccco1	29%	-4%	-7%	9%	-35%	-5%	-4%	-3%	-1	-23%	11%
Cc1ccc(-c2csc(NC(=O)c3ccno3)n2)cc1	16%	28%	21µM*	5%	35%	?	7%	-3%	-10	25%	?
O=C(c1ccc(OC2CCN(Cc3ccccc3OC(F)F)CC2)cc1)N1CCCC1	-18%	3%	0%	7%	-48%	1%	0%	-11%	5	0%	?
O=C(c1cccs1)N1CCN(S(=O)(=O)N2CCOCC2)CC1	12%	-7%	2%	-6%	21%	1%	-10%	-1%	-10	1%	0%
Cc1cc(C[n+]2ccsc2N)c2ncccc2c1	-19%	-10%	-1%	-4%	-12%	-3%	-4%	-6%	13	-5%	.
CCOC(=O)c1nnn(-c2nonc2-n2cccc2)c1-c1cccc([N+](=O)[O-])c1	10%	-12%	0%	10%	5%	-3%	2%	4%	-7	0%	-12%
O=C1C=C(c2ccccc2)C(=O)N1Nc1ccccc1	4.5µM*	-3%	?	-13%	-60%	11%	5µM*	21%	5	-4%	-1%
O=C(Nc1ccccc1N1CCOCC1)C1Cc2ccccc2CN1C(=O)c1ccco1 (centres undefined)	-6%	-2%	6%	-3%	-27%	0%	1%	0%	8	0%	-6%
CS(=O)(=O)c1ncc(CO)n1Cc1ccccc1	-3%	-3%	2%	7%	11%	0%	0%	-6%	8	-1%	20%
O=C(CCCN1C(=O)/C(=C/c2cccc(Br)c2)SC1=S)Nc1ccccn1	?	-26%	-6%	?	-94%[inhibitor]	-45%[inhibitor]	-2%[0.365 µM]	1%	-1	-17%	16%
COc1ccc(NC(C)C(=O)N/N=C/c2ccc([N+](=O)[O-])s2)cc1 (centres undefined)	?	1%	5%	5%	-71%	-11%	?	0%	-89*	-3%	?
COc1ccccc1OCc1nc(-c2cccc([N+](=O)[O-])c2)no1	27%	3%	-19%	5%	41%	-1%	-9%	0%	5	3%	22%
CCOC(=O)[C@H]1[C@H]2COc3ccc(Br)cc3[C@@H]2N2C(=O)c3cc(OC)c(OC)cc3NC(=O)[C@@]12C	.	-2%	3%	-11%	-23%	4%	.	.	-2	-5%	.
Cc1cc(NC(=O)CSc2nnnn2-c2ccc(C)c(Cl)c2)no1	12%	5%	2%	5%	2%	1%	8%	6%	-1	0%	-2%
Cc1cc(F)ccc1NC(=O)c1cccnc1	2%	1%	0%	10%	1%	-3%	19%	2%	1	-8%	-10%
O=C(COC(=O)c1ccc(Br)o1)c1ccc(S(=O)(=O)N2CCCCC2)cc1	.	-5%	1%	9%	-10%	-3%	.	.	-12	1%	.
COc1ccc(CCNC(=O)C2CC(=O)N(C3CCCCC3)C2)cc1OC (centres undefined)	5%	3%	-1%	2%	0%	-1%[9.26 µM]	-8%	.	0	-2%	3%
O=C(NCCCN1CCN(c2ccccc2F)CC1)C1CCN(S(=O)(=O)N2CCOCC2)CC1	12%	-6%	-1%	1%	-1%	-3%	-10%	1%	?	-1%	10%
COc1ccccc1N1CCN(c2ccc3ccccc3n2)CC1	-21%	0.32µM*	0.95µM*	?	42%	?	-26%	.	-26	0.32µM*	.
CN1C(=O)[C@@H]2[C@@H]3C[C@@H]([C@H]4ON=C(c5ccc(Cl)cc5)[C@@H]34)[C@@H]2C1=O	24%	-8%	2%	0%	-16%	1%	0%	21%	7	0%	-12%
Nc1nc(NC2CCCCC2)nc(NCCO)c1[N+](=O)[O-]	1%	-4%	-1%	-6%	-6%	?	-6%	.	-19	-3%	25%
CC(C)Cc1nc2oc3c(=O)[nH]cnc3c2c2c1CCC2	6%	13%	1%	-1%	0%	-4%	-11%	3%	26	-2%	-4%
Cc1cccc(NC(=O)CN2C(=O)c3ccccc3S2(=O)=O)n1	.	-4%	3%	10%	11%	0%	.	.	-28	-8%	.
COc1cc2c(cc1OC)C1=C(C#N)CCC(=NC(=O)c3ccco3)N1CC2	-1%	-5%	0%	3%	21%	6%	2%[10 µM]	-3%	15	-8%	18%
Oc1ccc(N=Nc2n[nH]c(-c3ccc(Br)cc3)n2)cc1	-29%	-9%	7.6µM*	?	-29%	6%	-10%	-6%	20	12%	?
COc1cccc(/C=N/NC(=O)c2ccc3nc[nH]c3c2)c1	19%	2%	15µM*	4%	53%	1%	4%	0%	12	4%	.
C/C(=N\O)c1cccc(Br)c1	0%	0%	2%	13%	-2%	-1%	-3%	1%	-2	-4%	.
CCc1cc2cccc(C)c2nc1SCC(=O)Nc1nonc1C	-5%	-8%	-1%	1%	-4%	7%	1%	-1%	-14	-12%	-14%
CCCNC(=O)C(Cc1ccc(Cl)cc1)NC(=O)c1ccc(-c2ccccc2)cc1 (centres undefined)	.	-7%	-3%	13%	22%	?	.	.	1	4%	.
CC1CCc2sc(C(=O)Nc3ccc(N4CCOCC4)cc3)cc2C1 (centres undefined)	-10%	-2%	?	-3%	-7%	-7%	3%	-11%	5	5%	?
CC(C)c1ccc(NC(=O)CSc2n[nH]c(=O)n2-c2cccnc2)cc1	12%	-4%	0%	12%	7%	-3%	19%	9%	-11	2%	.
COc1ccccc1/C=N/Nc1nccnc1Cl	?	?	12µM*	?	11µM*	18µM*	10%	-47%	-3	27%	6%
Cc1cccc(C)c1NC(=O)CN1C(=O)COc2ccccc21	-2%[1.91 µM]	-2%	2%	.	-4%	-4%	-10%	3%	10	-2%	-15%
CN(c1ccc(C(=O)NCCCn2ccnc2)cc1)S(C)(=O)=O	-32%	0%	-2%	.	-4%	-3%	5%	0%[11.5 µM]	0	13%	5%
CCCOC(=O)N[C@@H]1C(=O)N2C(C(=O)OCCC)=C(C)CS[C@H]12	-1%	0%	2%	5%	-8%	-1%	3%	0%	24	1%	-1%
CO/N=C/C(C(C)=O)C(=O)Nc1ccc(Cl)cc1Cl (centres undefined)	17%	-9%	?	5%	-8%	-4%	?	11%	10	-11%	-6%
CSc1ncccc1C(=O)Nc1cccc(S(=O)(=O)N(C)c2ccccc2)c1	.	-5%	.	-14%	-22%	-3%	.	.	-19	-2%	.
COc1ccc(N2CC(C(=O)N/N=C/c3c[nH]c4ccccc34)CC2=O)cc1 (centres undefined)	-2%	1%	2%	-2%	-16%	1%	7%	2%	15	-2%	0%
Oc1nc(-c2ccc(Br)cc2)n2ccncc12	5%	-3%	-1%	7%	-19%	3%	-8%	-10%	-1	-4%	16%
CC1CC2(CC(C)(C(=O)CSc3nc4ccccc4s3)OC2=O)C(=O)O1 (centres undefined)	-43%	-1%	-13%	7%	0%	-1%	-7%	3%	-1	1%	11%
Cc1cc(C)n2nc(SC(C)C(=O)N(C)c3ccccc3)nc2n1 (centres undefined)	.	-1%	.	-8%	-14%	1%	.	.	16	0%	.
O=C(O)CCC(=O)NCC1OCCc2ccccc21 (centres undefined)	2%	7%	0%	-6%	1%	-7%	1%	-8%	3	4%	5%
O=[N+]([O-])c1cccc(NC(=S)N2CCc3ccccc32)c1	?	7%	-12%	?	27%	1%	?	-2%	-3	18%	.
CCc1n[nH]c2c1/C(=N\O)CC(c1ccccc1)C2 (centres undefined)	1%	5%	-16%	-4%	-18%	1%	-10%	-1%	34[activator]	1%	9%
O=C(NC1CCCc2ccccc21)c1ccc(Cl)nc1 (centres undefined)	2%	-1%	5%	-2%	-1%	-3%	-3%	0%	-7	3%	7%
COc1ccc(CN(CC(=O)NCCc2ccccc2)C(=O)CCC(=O)Nc2ccccn2)cc1	8%	-1%	2%	-1%	-21%	-2%	-2%	.	4	-2%	.
